ATG4B inh: inhibitors of human ATG4B cysteine protease; AID 504462; inhibition, % at 8.33 µM; ATG4B cleavage of LC3-PLA2, NBD-HPC fluorescence, 1 h; hit rate 0.51% among 340,000; in the data active means inhibition above about 40%
Target sequence (Q9Y4P1 whole entry, looked up): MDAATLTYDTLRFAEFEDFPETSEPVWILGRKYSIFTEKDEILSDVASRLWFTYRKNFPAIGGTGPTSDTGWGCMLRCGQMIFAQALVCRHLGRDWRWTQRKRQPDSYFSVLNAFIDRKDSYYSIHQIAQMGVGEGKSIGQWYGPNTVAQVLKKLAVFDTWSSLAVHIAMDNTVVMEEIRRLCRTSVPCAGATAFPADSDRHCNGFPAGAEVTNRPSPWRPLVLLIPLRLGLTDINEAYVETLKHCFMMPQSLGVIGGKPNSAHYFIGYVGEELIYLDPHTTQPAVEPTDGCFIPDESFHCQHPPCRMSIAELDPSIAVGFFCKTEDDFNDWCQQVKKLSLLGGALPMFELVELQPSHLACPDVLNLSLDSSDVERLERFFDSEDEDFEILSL
A3A deaminase: blocks human APOBEC3A ssDNA deamination | AID 493011 | P31941 | recombinant A3A, FAM/TAMRA ssDNA deamination fluorescence | inhibition, % at 20 µM | hit rate 0.41% among 330,000;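 active means at least 40% inhibition at 20 µM here, with at most 30% in a related deaminase screen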;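 further: plate controls were A3A with DMSO for no effect and wells lacking A3A enzyme for full effect; some results filed as inactive read as strong as hits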
Target sequence (P31941 whole entry, looked up): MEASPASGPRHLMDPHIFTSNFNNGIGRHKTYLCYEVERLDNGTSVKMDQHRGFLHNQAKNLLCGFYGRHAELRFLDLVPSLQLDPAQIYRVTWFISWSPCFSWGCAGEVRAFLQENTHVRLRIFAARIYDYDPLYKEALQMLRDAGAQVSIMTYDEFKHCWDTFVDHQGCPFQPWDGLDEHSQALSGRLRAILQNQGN
beta cell repl: inducers of beta-cell replication in MIN6 cells | MIN6 cells proliferation, ATPlite luminescence, 48 h; cells starved in 0.2% serum; 100% = growth in 10% serum | proliferation, % at 10 µM | hit rate 0.29% among 330,000;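 active means compounds whose signal lies at least 3.5 SD above the mean of all wells on their plate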;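 further: 0% = DMSO-treated cells in low-serum medium and 100% = 10% serum control; some compounds called inactive have numbers as strong as hits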
MPTP block: blocks calcium-induced mitochondrial swelling | inhibition, % at 10 µM | AID 602449 | hit rate 1.4% among 360,000 | isolated mouse mitochondria, Ca2+ swelling absorbance, 30 min;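 active means inhibition of 50% or more, scaled per plate between neutral and stimulator controls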;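 further: 0% = DMSO wells given calcium and 100% = 1 mM EGTA wells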
hIAP block: blocks human intestinal alkaline phosphatase | hit rate 0.12% among 330,000 | P09923 | inhibition, % at 10 µM | purified IAP, CDP-Star luminescence, 30 min | AID 2544;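 active means inhibition reaching a set limit with compound at 10 µM in the primary screen, cut at about 35% in these data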;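 further: plate controls were DMSO wells with enzyme for no effect and no-enzyme buffer wells for full effect; values of inactives mirror those of a sister screen read the other way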
Target sequence (P09923 whole entry, looked up): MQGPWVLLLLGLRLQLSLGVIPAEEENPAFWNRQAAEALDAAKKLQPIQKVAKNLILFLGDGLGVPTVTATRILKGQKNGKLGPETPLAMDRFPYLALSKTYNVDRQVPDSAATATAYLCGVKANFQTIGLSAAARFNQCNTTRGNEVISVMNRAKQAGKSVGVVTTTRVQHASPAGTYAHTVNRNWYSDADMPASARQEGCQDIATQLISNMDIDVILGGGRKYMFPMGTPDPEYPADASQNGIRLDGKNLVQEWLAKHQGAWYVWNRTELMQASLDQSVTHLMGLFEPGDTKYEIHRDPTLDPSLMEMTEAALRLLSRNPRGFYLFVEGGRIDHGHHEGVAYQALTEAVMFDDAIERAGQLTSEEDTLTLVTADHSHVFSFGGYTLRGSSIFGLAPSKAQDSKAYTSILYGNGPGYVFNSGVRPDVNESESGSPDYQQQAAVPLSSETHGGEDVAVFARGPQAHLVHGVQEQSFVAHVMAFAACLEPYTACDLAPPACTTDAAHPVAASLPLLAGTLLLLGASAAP
hIAP act: human IAP activation; hit rate 0.16% among 330,000; purified human IAP, CDP-Star luminescence, 30 min; active compounds read high; 1 = vehicle-only enzyme, 0 = enzyme-free background; activation factor at 10 µM; P09923;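 active means activation factor of the enzyme at least 2-fold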; further: the source names both 10 and 20 µM as test concentration; values of inactives mirror those of a sister screen read the other way
mIAP activ: increases mouse intestinal alkaline phosphatase activity; muIAP, CDP-Star luminescence, 30 min; active compounds read high; 1 = vehicle-only enzyme signal, 0 = enzyme-free wells; activation factor at 10 µM; hit rate 0.24% among 330,000;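 active means activation factor of at least 2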; further: the source names both 10 and 20 µM as test concentration; values of inactives mirror those of a sister screen read the other way
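System: mouse IAP enzyme. Reagent: CDP-Star chemiluminescent phosphatase substrate. Benchmarks: DMSO wells, no-enzyme wells. Times: 30 min enzyme-substrate-compound incubation at room temperature. Detection: luminescence from enzymatic CDP-Star hydrolysis. Doses: test compounds delivered from DMSO solution.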
mIAP inh: blocks mouse intestinal alkaline phosphatase. hit rate 0.2% among 330,000. inhibition, % at 10 µM. AID 2806. purified mouse IAP, CDP-Star luminescence, 30 min;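 active means inhibition of at least 40% at 10 µM in the primary screen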;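 further: plate controls were DMSO with enzyme for no effect and no enzyme wells for full effect; values of inactives mirror those of a sister screen read the other way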
A3G deaminase: blocks human APOBEC3G single-stranded DNA deamination. AID 493012. hit rate 0.28% among 330,000. Q9HC16. inhibition, % at 20 µM. recombinant A3G, ssDNA deamination FAM/TAMRA fluorescence;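 active means inhibition of at least 40% at 20 µM, with no more than 30% in the related APOBEC3A deaminase screen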;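 further: plate controls were DMSO wells with A3G for no effect and wells lacking A3G enzyme for full effect; some compounds called inactive have numbers as strong as hits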
* marks the source's active call; other numbers are inactive results.

Start of the listing, in advance, 3 compounds:
SMILES	ATG4B inh	A3A deaminase	beta cell repl	MPTP block	hIAP block	hIAP act	mIAP activ	mIAP inh	A3G deaminase
NC(=O)[C@@H]1CC2(CC(c3cccc(NC(=O)CC(c4ccccc4)c4ccccc4)c3)=NO2)CN1C(=O)COc1ccc(Cl)cc1 (some centres not stated)	-16	1	-6	-0.7	-18	1.2	1.6	-56	-8
COc1cccc2cc(CC(=O)c3ccc(C)cc3C)c(=O)oc12	-18	-1	-2	1.9	3	0.97	0.98	2	-6
CC(C)NC(=O)C1CC(=O)N(C(C)c2ccccc2)C1 (configuration not stated)	10	0	0	-1.2	11	0.89	1	-1	-6

Results, repeating the preview:
SMILES	ATG4B inh	A3A deaminase	beta cell repl	MPTP block	hIAP block	hIAP act	mIAP activ	mIAP inh	A3G deaminase
NC(=O)[C@@H]1CC2(CC(c3cccc(NC(=O)CC(c4ccccc4)c4ccccc4)c3)=NO2)CN1C(=O)COc1ccc(Cl)cc1 (some centres not stated)	-16	1	-6	-0.7	-18	1.2	1.6	-56	-8
COc1cccc2cc(CC(=O)c3ccc(C)cc3C)c(=O)oc12	-18	-1	-2	1.9	3	0.97	0.98	2	-6
CC(C)NC(=O)C1CC(=O)N(C(C)c2ccccc2)C1 (configuration not stated)	10	0	0	-1.2	11	0.89	1	-1	-6
COC(=O)C1C(=O)C2=C(CC1C)NC(C)=C(C(=O)OC1CCCCC1)C2c1ccc(N(C)C)cc1 (configuration not stated)	10	-3	-2	1.1	2	0.98	0.99	1	-3
COC(=O)c1c(NC(=O)CN(C)CC(=O)Nc2ccc(C)cc2)sc2c1CCC(C)C2 (configuration not stated)	-3	-2	-8	-1.5	-21	1.2	0.89	11	-4
O=C(CCNC(=O)c1ccccc1Cl)Nc1nc(-c2ccc3ccccc3c2)cs1	8	1	-6	23	-4	1	1.1	-8	5
CCOC(=O)C1=C(C)N=c2s/c(=C/c3cccc([N+](=O)[O-])c3O)c(=O)n2C1c1ccccc1 (configuration not stated)	58*	-2	-5	31	20	0.8	0.67	33	7
COC(=O)c1sc2ccccc2c1NC(=O)c1ccc(S(=O)(=O)N2CCC(C)CC2)cc1	3	16	-2	0.2	8	0.92	0.94	6	-9
CCOC(=O)N1CCC(Nc2nc3ccccc3n3nnnc23)CC1	1	-3	-1	-1.8	1	0.99	1	-5	-6
CCOc1ccc(CCNC(=O)c2ccc(F)c(S(=O)(=O)N3CCOCC3)c2)cc1OCC	-8	9	2	-0.3	-29	1.3	1	-1	-4
CC(Oc1ccccc1)c1ccnn1S(=O)(=O)c1ccccc1 (configuration not stated)	-9	-2	2	-0.3	-1	1	0.92	8	-2
CC1CCN(c2ncnc3nc[nH]c23)CC1	-5	3	6	-1.9	-14	1.1	0.86	14	4
Oc1ccccc1-c1nc(NC2CCCC2)c2ccccc2n1	2	0	-7	-1.0	6	0.94	0.98	2	28
CCn1cc(C(=O)N[C@@H](CCSC)C(=O)NCCCN2CCOCC2)c(=O)c2cc3c(cc21)OCO3	-1	-2	-2	0.9	0	1	1	-5	-1
COc1ccccc1NS(=O)(=O)c1cc(NC(=O)C(C)(C)C)ccc1N1CCOCC1	-9	-2	0	-2.9	17	0.83	1	-1	-5
Cc1nc(C(C)NC(=O)CCc2nnc(-c3ccsc3)o2)cs1 (configuration not stated)	-7	-2	-1	1.6	-2	1	0.97	2	-8
O=C(NC1CCCC1)c1cccc(Cn2cc([N+](=O)[O-])cn2)c1	-9	-1	2	-0.3	-49	1.5	0.95	4	-2
COc1ccccc1C1NC=C([N+](=O)[O-])C=C1[N+](=O)[O-] (configuration not stated)	-8	0	0	11	24	0.76	0.91	9	4
Cc1cc(NC(=O)c2cccc(F)c2)no1	0	0	-3	-6.3	-2	1	0.9	10	-3
COc1ccc(/C(O)=C2/C(=O)C(=O)N(CCN3CCOCC3)C2c2ccccn2)cc1 (configuration not stated)	-13	-3	-1	0.0	7	0.93	0.98	2	-3
O=c1c2ccccc2oc2ccc(-c3ccc4cc[nH]c4c3)cc12	12	-3	-1	0.1	10	0.9	0.74	26	-6
COc1ccc2nc(NC(=O)CN3CCOCC3)sc2c1	-5	3	0	-3.7	8	0.93	0.96	4	2
CC1(C)CC(=O)c2c(Cc3ccccc3)n[nH]c2C1	-18	4	1	-2.4	-10	1.1	1	-4	-4
C/C=C(/C)C(=O)O[C@H]1[C@@H](O)c2c(ccc3ccc(=O)oc23)OC1(C)C	-2	-2	-4	0.7	-6	1.1	1	-2	-10
C[C@H]1C(=O)N(C)CCN1C(=O)c1cccc(OC2CCN(CC(C)(C)C)CC2)c1	19	-6	-2	1.8	-47	1.5	0.97	3	-4

3 compounds already listed, sorted by the value under A3G deaminase, descending:
Molecule,A3G deaminase
CCOC(=O)C1=C(C)N=c2s/c(=C/c3cccc([N+](=O)[O-])c3O)c(=O)n2C1c1ccccc1 (configuration not stated),7
O=C(NC1CCCC1)c1cccc(Cn2cc([N+](=O)[O-])cn2)c1,-2
C/C=C(/C)C(=O)O[C@H]1[C@@H](O)c2c(ccc3ccc(=O)oc23)OC1(C)C,-10

Going on with the list.
SMILES	ATG4B inh	A3A deaminase	beta cell repl	MPTP block	hIAP block	hIAP act	mIAP activ	mIAP inh	A3G deaminase
CN(C)CCNC(=S)Nc1ccc(Cl)cc1Cl	1	-1	-1	1.8	5	0.95	1	-1	-11
O=C(c1cc2ccccc2s1)N1CCN(c2ccccn2)CC1	-12	0	-1	-0.3	8	0.92	1.1	-14	0
CCCCN(C(=O)c1ccc(S(=O)(=O)N2CCC(C)CC2)cc1)C1CCS(=O)(=O)C1 (configuration not stated)	-4	-3	0	-2.4	-7	1.1	1	-4	-8
COc1ccc(S(=O)(=O)Nc2cccc(-c3ccc(N4CCCCCC4)nn3)c2)c(OC)c1	-3	-1	-6	-0.8	-15	1.1	0.93	7	-5
COc1ccc(C(=O)C2CCCN(C(=O)Cc3c(C)noc3C)C2)cc1OC (configuration not stated)	16	-1	0	0.9	-14	1.1	1.1	-6	0
Cc1cc(C)n2nc(C(=O)Nc3ccc4c(c3)OCO4)cc2n1	-5	8	-4	1.0	-9	1.1	0.91	9	4
O=c1cc2c(n[nH]1)-c1ccccc1CC2	-5	-4	0	-0.6	8	0.92	0.96	4	-7
N#CC(c1ccccc1)c1ccc(=O)[nH]n1 (configuration not stated)	-4	0	-2	-3.5	-12	1.1	0.91	9	-2
COc1ccccc1NC(=S)NCc1ccccc1Cl	5	-3	-2	0.0	6	0.94	1.2	-15	-1
O=C(CC1C(=O)NCCN1Cc1cccc(Oc2ccccc2)c1)NCCn1cccn1 (configuration not stated)	-5	-2	4	1.4	16	0.83	1	0	-5
O=C(Nc1ccccc1)c1cccc(C(=O)Nc2ccccc2)n1	-4	-1	-3	0.1	4	0.96	1	-3	-7
C[N+]1(CC2COC3(CCCCC3)O2)CCCC1 (configuration not stated)	-3	32	0	0.4	11	0.89	1	-1	29
COc1ccc(C(=O)c2ccc(OC)cc2OC)cc1	-3	18	-2	1.8	-10	1.1	1	-2	-5
O=C(COC(=O)c1cccnc1Cl)Nc1ccc(N2CCCCC2)cc1	-17	-3	-2	-1.5	6	0.94	0.93	7	-7
CN1CCSc2ccc(C(=O)NCc3ccccc3)cc21	-19	2	-2	0.9	-4	1	1.1	-13	5
CC(=O)Nc1ccc(-c2ccc(NC(C)=O)c(O)c2)cc1O	-7	1	-1	0.4	0	1	0.94	6	1
COc1cc(C2(c3ccc(O)c(OC)c3)C(=O)Nc3c(Br)cc(Br)cc32)ccc1O	15	8	-4	-1.2	-14	1.1	1.1	-10	3
CC(C(=O)N1CCOCC1)N1C(=O)c2cccc3cccc(c23)C1=O (configuration not stated)	-5	0	4	0.3	6	0.94	1	-1	4
O=C(Cc1ccccc1)NCC(=O)N/N=C/c1cccs1	3	-2	-2	-0.5	-18	1.2	0.94	6	-5
O=C(O)c1ccc(Cl)c(S(=O)(=O)N2CCC(Cc3ccccc3)CC2)c1	6	-2	0	1.2	1	0.99	0.9	10	-6
CCN=C1S/C(=C\c2sccc2C)C(=O)N1CC	15	-4	-6	1.8	8	0.92	0.88	12	-2
Cc1ccc(N(CC(=O)N2CCOCC2)S(=O)(=O)c2ccccc2)cc1	6	0	0	0.0	-6	1.1	1.1	-5	-2
O=C(C1=C(O)C(=O)N(CCOCCO)C1c1cccc([N+](=O)[O-])c1)c1cccs1 (configuration not stated)	-3	-5	-1	-0.1	-18	1.2	0.99	1	-6
Cc1ccc(C2CC(c3cccs3)n3nc(N)nc3N2)cc1 (configuration not stated)	1	3	-1	1.3	0	1	1	-4	-6
Oc1ccccc1-c1cc(C(F)(F)C(F)F)nc(-c2ccccc2)n1	-7	4	-2	0.8	16	0.84	1.1	-6	2
(more compounds)
SMILES	ATG4B inh	A3A deaminase	beta cell repl	MPTP block	hIAP block	hIAP act	mIAP activ	mIAP inh	A3G deaminase
C/C=C/C=[N+](\[O-])C(C)/C(=N/O)c1ccc(F)cc1 (configuration not stated)	-3	1	0	-1.2	4	0.96	0.82	18	-3
CCCc1ccc(C(=O)O/N=C(\N)c2ccccn2)cc1	3	-1	-4	-1.0	-1	1	1	-3	-6
Cc1cc(C)n(CC(=O)Nc2cccc(C(F)(F)F)c2)n1	-2	1	-2	0.2	-3	1	1	-1	1
Cc1ccc(N2CCN(C(=O)N3CCCC3)CC2)cc1Cl	22	0	0	-0.5	-6	1.1	0.99	0	-4
O=C(Cn1[nH]c(=O)c2ccccc2c1=O)NCCN1C(=O)S/C(=C\c2ccccc2)C1=O	0	2	-3	0.5	-2	1	0.96	4	0
COc1ccc(NCc2nc3ccccc3n2CCOc2ccc(C)cc2)cc1	20	-2	0	70*	-7	1.1	1.1	-6	-2
CCCc1nnc(NC(=O)c2c(O)c3c([nH]c2=O)CCCC3)s1	3	-4	1	4.0	-12	1.1	1.1	-10	-6
CCOCCCn1c(=S)[nH]c2cc(C(=O)NCCOC)ccc2c1=O	-4	0	-3	-0.3	-15	1.1	1.1	-8	-7
COc1cc2c(cc1OC)C(CC#N)=NC(C)(C)C2	5	-4	3	1.6	-8	1.1	0.95	5	-4
O=C(Cc1ccccc1)c1ccc(Cl)cc1	8	-1	-1	1.9	-19	1.2	1.1	-12	-5
Cc1onc(-c2c(F)cccc2Cl)c1C(=O)NC(C)c1ccccc1 (configuration not stated)	3	-1	-3	-0.8	-3	1	0.97	3	13
Cc1cccc(NC(=O)Nc2cnccn2)c1	-5	-2	2	0.2	-4	1	1	-1	1
CCOc1ccc(N2C(=O)S/C(=C\c3cc(OC)c(OC)c(OC)c3)C2=O)cc1	-6	5	-4	3.8	10	0.91	1	0	-1
CCC(=O)N1CCN(c2ccc(NC(=S)NC(=O)c3cc4ccccc4o3)cc2)CC1	14	-4	-2	8.6	-8	1.1	0.91	10	-4
Cc1cccc2cc(CN(CC3CCCO3)C(=O)c3cccnc3)c3nnnn3c12 (configuration not stated)	-14	1	-1	0.7	-18	1.2	1	-4	1
CC(=O)Nc1ccc(S(=O)(=O)N(CCc2ccccc2)CC(=O)N/N=C/c2ccc(C(=O)O)cc2)cc1	-9	-1	-4	0.4	16	0.84	0.97	3	1
COc1ccccc1N1CC(C)C(=O)NC1=S (configuration not stated)	6	-4	1	-1.8	4	0.96	1.1	-6	-9
COc1cccc(NC(=O)COc2ccccc2)c1	-2	-3	-2	1.6	2	0.98	1	-3	-4
COc1ccc(C(=O)NC(=S)Nc2ccccc2[N+](=O)[O-])cc1OC	-9	1	-2	1.4	11	0.89	0.91	9	-1
Cc1ccc(NS(=O)(=O)c2ccc(C(=O)OCC(=O)NCC3CCCO3)cc2)cc1 (configuration not stated)	-6	-2	-1	0.0	10	0.9	0.9	10	-3
Cc1cc(=O)[nH]c2nnc(SCC(=O)N3CC(C)OC(C)C3)n12 (configuration not stated)	-10	-1	3	-3.6	4	0.96	0.98	2	-12
